Screening results: PubChem, Sanford-Burnham Center for Chemical Genomics
TAG inh = reduces triacylglycerol accumulation in H9c2 cells; Nile Red lipid (TAG) fluorescence; cells loaded with 200 µM oleic acid; inhibition, % at 12.5 µM; 230,000 tested, 0.66% active;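 active = pattern-corrected inhibition of lipid staining of at least 50% with the nuclear-stain viability signal not falling by more than 50%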;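 note: 0% = DMSO wells and 100% = triacsin C control wells; some results filed as inactive read as strong as hits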
TAG inh DAPI viability = recorded beside TAG inh, whose call it bears; DAPI nuclei signal change (viability), lower = more cytotoxic, %;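 whole-well DAPI fluorescence read on a plate reader as a viability signal; minus 50 percent equals half of cells still viable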
The depositor's hits bear a star.

SMILES	TAG inh	TAG inh DAPI viability
C[C@H]1CN([C@@H](C)CO)C(=O)c2cc(Br)cnc2O[C@H]1CN(C)C(=O)c1cccnc1	1.2	-0.5
CC/C(=N\NC(=O)COc1ccc(Br)cc1)c1ccc(OC)c(OC)c1	-2.0	-7.5
CCC1CC(=O)CCN1S(=O)(=O)c1ccc(C)cc1 (stereo not given)	-9.2	-2.3
CCN1CCN(CCC(=O)Nc2ccc(Br)c(C)c2)CC1	11.4	-2.6
C/C=C/c1cc(CN2CCN(c3ccccc3)CC2)c(O)c(OC)c1	-6.0	17.7
COc1ccc(C(=O)Nc2ccccc2C(=O)Nc2ccccc2)cc1	35.6	-9.1
COCCCNC(=S)Nc1cccc2ncccc12	-12.0	9.9
N#Cc1ccc(N2CCN(c3ccc(F)cc3)CC2)cc1	-128.1	16.7
CN(C)c1ccc(NC(=O)c2ccc(COc3cccc(Cl)c3)o2)cc1	-4.3	-4.5
COc1ccccc1NC(=O)N(C)C[C@H]1Oc2ncc(Br)cc2C(=O)N([C@H](C)CO)C[C@H]1C	4.8	-10.1
CCCCN(C(=O)c1cc2c(s1)CCC2)c1c(N)n(CCC)c(=O)[nH]c1=O	-9.6	1.3
O=CN1CCN(C(=O)c2ccc(Br)o2)CC1	9.8	-6.8
CCCCNC(=S)Nc1ccc(-c2nc3ccc(C)cc3s2)cc1	11.7	48.4
CC1=C/C(=C(\c2ccc(O)c(C)c2)c2ccccc2S(=O)(=O)O)C=CC1=O	3.7	-4.3
O=C(c1cnc2n(c1=O)CCS2)N(c1ccccc1)C1CCCCC1	-1.7	6.6
COc1ccc2cc(C3CC(c4cccs4)=NN3C(C)=O)c(Cl)nc2c1 (stereo not given)	-5.6	15.3
Cc1cc(C)cc(NC(=O)C2CCCCN2S(=O)(=O)c2ccccc2)c1 (stereo not given)	10.1	-1.9
CCS(=O)(=O)c1ccc(-c2cccc(NC(=O)c3ccc(Br)o3)c2)nn1	16.9	-2.6
CCc1nc2ccc(C(=O)Nc3ccc(OC)c(OC)c3)cn2c1N(C)Cc1ccc(N(C)C)cc1	11.7	-1.8
CCCC(=O)Nc1sc2c(c1C(=O)OCC)CC(C)(C)OC2	2.6	-6.9
CSc1nnc(C)c(=O)n1COC(=O)c1cc(Cl)ccc1[N+](=O)[O-]	-14.3	8.2
Cc1ccccc1OCC(O)CN1CCN(C)CC1 (stereo not given)	2.1	-7.7
CC(C)(C)n1nc2c(c1NC(=O)c1ccc(S(=O)(=O)N3CCCC3)cc1)CS(=O)C2 (stereo not given)	4.3	0.0
CC(=O)Cn1nnc2sc(-c3ccccc3)cc2c1=O	12.6	-2.2
COc1ccccc1C(=O)Nc1nc(-c2cccs2)c(NC(C)=O)s1	13.8	8.6
CC(C)c1ccc(NC(=O)C2Cc3c(-c4cccc(F)c4)ccnc3O2)cc1 (stereo not given)	-34.7	4.0
Cc1ccc(CN2C(=O)CCC2C(=O)NCCCN2CCCCC2C)cc1 (stereo not given)	-3.3	-0.4
CCOC(=O)c1ccc(-c2ccc(C=O)o2)cc1	4.0	14.7
CC(=O)c1cccc(-c2ccnc3c2CC(C(=O)Nc2cccc(Oc4ccccc4)c2)O3)c1 (stereo not given)	-8.9	9.0
COc1ccc(CCNC(=O)c2cc(Cl)nc3ccccc23)cc1	2.2	1.3
O=C(CCn1cnnn1)NC1CCCN(Cc2ccccc2F)C1 (stereo not given)	4.3	-6.6
O=C(NCc1ccco1)c1cccc(S(=O)(=O)N2CCN(Cc3ccccc3)CC2)c1	-2.9	-2.4
CCOC(=O)c1[nH]c2ccc(OC)cc2c1N=CN(C)C	-2.4	-0.2
CCc1ccc(-c2csc3ncn(CC(=O)NCc4ccco4)c(=O)c23)cc1	21.7	-2.8
Cc1cc(NC(=O)CCCn2nc([N+](=O)[O-])c(Cl)c2C)no1	3.8	-7.7
Cc1ccc(N2CC(C(=O)Nc3ncc([N+](=O)[O-])s3)CC2=O)cc1 (stereo not given)	10.9	-1.9
COc1ccccc1NC(=O)COC(=O)/C=C/c1ccc(OC)c(OC)c1	-10.0	-1.9
CN1C(C(=O)NCc2ccc(OC(F)(F)F)cc2)CC2Cn3c(nc4cc(Cl)c(Cl)cc43)C21 (stereo not given)	-4.2	-0.6
COc1ccc(C(=O)Oc2cc(C)[nH]c(=O)c2[N+](=O)[O-])c(OC)c1	-10.4	0.5
COc1ccc(NC(=O)C2CCCCN2CC(=O)OCc2ccccc2)cc1OC (stereo not given)	3.1	4.9
CCOC(=O)C(CC)Sc1nnc2c3cc(C)ccc3n(C)c2n1 (stereo not given)	-31.4	15.4
COc1ccc(N2CN=C3SCC(=O)N3C2)cc1	-0.1	1.0
CC(=O)N(OCc1ccc(OC(C)C)c(Cl)c1)C(C)=O	6.8	-0.8
CC1CCN(C(=O)CC#N)CC1	-3.2	6.6
Cn1cccc1Cc1nnc(SCC(=O)Nc2ccc3c(c2)OCCO3)n1-c1ccc(F)cc1	17.1	-12.4
COc1ccc(NC(=O)c2cc(=O)[nH]c(=O)[nH]2)cc1S(=O)(=O)Nc1ccccc1Cl	-14.5	5.2
CN(CC(=O)NNC(=O)CNC(=O)c1ccccc1F)S(=O)(=O)c1ccc(Cl)cc1	-6.3	-8.6
CCOc1ccc(OCCC(=O)OCC(=O)NC(C)c2ccccc2)cc1 (stereo not given)	6.3	5.8
O=C(N/N=C/c1ccccc1[N+](=O)[O-])c1ccc2nc[nH]c2c1	-2.0	-2.2
COc1ccccc1C(=O)NNC(=O)c1cc2ccccc2cc1O	3.5	-13.2
O=C(CN1C(=O)c2ccc(Br)cc2C1=O)NCC1CCCO1 (stereo not given)	-8.6	-4.8
O=C(NCCS(=O)(=O)N1CCN(c2ccccc2F)CC1)c1ccc(Cl)cc1	2.3	8.3
CCCCc1nnc(NC(=O)CN2C(=O)NC3(CCCCC3)C2=O)s1	-4.2	5.8
COCCNC(=O)Cn1c(=O)n(Cc2ccc(C(=O)NCCc3ccc(OC)c(OC)c3)cc2)c(=O)c2ccccc21	-0.2	-2.0
COc1cc(OC)cc(-c2c(-c3cccs3)c3cc(-c4ccn[nH]4)ccc3n2C)c1	-23.4	6.2
CCCn1c(=O)c2[nH]c(-c3ccc(OCC(=O)Nc4ccc(C#N)cc4)cc3)nc2n(CCC)c1=O	-38.8	-3.7
O=C(NCc1ccccn1)c1ccc(Cl)c(S(=O)(=O)N2CCOCC2)c1	14.0	-5.3
Cc1nc2cc(NC(=O)Nc3ccccc3Cl)ccc2n1C	-1.2	2.9
CCCOc1ccc(NC(=O)CC2C(=O)OCC3CCCCN32)cc1 (stereo not given)	-7.5	13.3
CC(C)CN1CCC1(C)C(=O)Nc1cccc(C#N)c1 (stereo not given)	-5.6	12.1

Next part.
SMILES	TAG inh	TAG inh DAPI viability
CC(=O)c1c[nH]c(C(=O)NC2CCCCCC2)c1	22.5	-2.4
C=C(C)c1cccc(C(C)(C)NC(=O)N2CCC(C(N)=O)CC2)c1	58.7*	-39.8*
O=C(NCCC1CCCCN1S(=O)(=O)c1ccc(F)cc1)C(=O)NCc1ccccn1 (stereo not given)	22.6	-11.6
O=C(Cc1ccccc1[N+](=O)[O-])NNC(=O)c1ccncc1	4.4	-4.1
Cc1ncc(C(O)c2ccccc2)n1Cc1ccccc1 (stereo not given)	3.7	-12.3
O=C(COC(=O)CCC1CCCC1)Nc1ccc(F)cc1	6.0	-5.3
CCCN(CC(=O)Nc1ccccc1C)C(=O)COc1c(Cl)cccc1Cl	0.8	-1.7
CC(CCc1ccccc1)NC(=O)COC(=O)c1cccnc1Cl (stereo not given)	11.4	2.1
Cc1cc(C)c(S(=O)(=O)Nc2ccnc(-c3cccnc3)n2)c(C)c1	-4.3	3.9
Cc1cc(C(=O)NNC(=S)NCc2ccco2)nn1C	6.2	-2.3
O=C(COC(=O)c1cc[n+]([O-])cc1)Nc1ccc(SC(F)F)cc1	2.8	0.7
O=C(CSc1nnc(CNc2ccc(F)cc2)o1)N1CCCc2ccccc21	-2.6	-0.5
O=C(COC(=O)c1cc(S(=O)(=O)N2CCOCC2)ccc1F)Nc1ccc(Cl)cn1	7.5	-2.2
Cc1ccccc1NC(=O)c1cc(-c2ccco2)nc2ccccc12	20.3	-0.8
O=[n+]1c2c(n([O-])c3c1CCC3)CCCC2	1.4	15.4
Cc1cc(=O)n2[nH]c(C)cc2n1	12.5	5.0
O=C1c2ccccc2C(=O)N1CCC1=CCCCC1	12.7	3.2
CC(=O)c1ccc(OC(C)C)c(CC(C(N)=O)C(N)=O)c1	11.1	-1.5
O=[N+]([O-])c1ccc(Sc2n[nH]c(-c3ccc(Cl)cc3Cl)n2)nc1	12.2	-11.5
Cc1csc(SCC(=O)NC(=O)NCc2ccccc2)n1	-74.3	3.6
NC(=O)C1CCN(C(=O)CSc2nc3ccccc3o2)CC1	-29.3	13.3
Cc1ccc(N/C=C/C(=O)c2sc(-c3ccccc3)nc2C)cc1	-13.5	-0.4
O=C(CN1C2=NCCN2c2ccccc21)c1ccc(Br)cc1	21.6	11.5
COc1ccc(C2CC(c3cccc(OC)c3OC)n3nnnc3N2)cc1 (stereo not given)	6.4	-5.3
O=C(COc1ccc(Cl)cc1)c1ccc(O)cc1O	-2.9	-0.4
O=C(COC(=O)/C=C/c1ccc(F)cc1)NCc1cccs1	2.7	-4.5
CCOC(=O)c1sc(NC(=O)C2CC(=O)N(c3ccccc3OC)C2)nc1C (stereo not given)	12.9	-6.4
CC(C)[C@H]1COCCS(=O)(=O)N1Cc1ccccc1-c1ccc(C(C)(C)C)cc1	-26.3	9.2
CCOC(=O)C1Nc2ccc(Br)cc2C2C=CCC12 (stereo not given)	1.1	1.4
CC(=O)COc1ccc2c(C)c(-c3ccccc3)c(=O)oc2c1	3.6	3.8
COc1ccccc1NS(=O)(=O)c1ccc(O)c(C(=O)OCC(=O)N2CCc3ccccc32)c1	-0.6	3.9
C=CCn1c(SCC(=O)Nc2cc(C)on2)nnc1C1COc2ccccc2O1 (stereo not given)	13.1	5.9
CCOC(=O)C1=C(c2ccccc2)NC(SCC)=C(C#N)C1c1cccnc1 (stereo not given)	6.1	1.6
Clc1cccc(OCCN2CCCC2)c1	12.4	-9.4
CC(C)(C)CN1CCNC(=O)C1CC(=O)NCCc1ccccc1C(F)(F)F (stereo not given)	7.8	2.9
COc1ccc(/C=C/C(=O)OCc2nc3ccccc3c(=O)[nH]2)c(OC)c1	0.8	2.9

Sorted by formula weight (smallest number first): some entries from above
SMILES	TAG inh	TAG inh DAPI viability
CC1CCN(C(=O)CC#N)CC1	-3.2	6.6
O=C1c2ccccc2C(=O)N1CCC1=CCCCC1	12.7	3.2
N#Cc1ccc(N2CCN(c3ccc(F)cc3)CC2)cc1	-128.1	16.7
CCOC(=O)c1[nH]c2ccc(OC)cc2c1N=CN(C)C	-2.4	-0.2
CC(=O)COc1ccc2c(C)c(-c3ccccc3)c(=O)oc2c1	3.6	3.8
CCOC(=O)C(CC)Sc1nnc2c3cc(C)ccc3n(C)c2n1 (stereo not given)	-31.4	15.4
CCCCNC(=S)Nc1ccc(-c2nc3ccc(C)cc3s2)cc1	11.7	48.4
CN(C)c1ccc(NC(=O)c2ccc(COc3cccc(Cl)c3)o2)cc1	-4.3	-4.5
CC(C)c1ccc(NC(=O)C2Cc3c(-c4cccc(F)c4)ccnc3O2)cc1 (stereo not given)	-34.7	4.0
CC1=C/C(=C(\c2ccc(O)c(C)c2)c2ccccc2S(=O)(=O)O)C=CC1=O	3.7	-4.3
COc1ccc2cc(C3CC(c4cccs4)=NN3C(C)=O)c(Cl)nc2c1 (stereo not given)	-5.6	15.3
CCCCN(C(=O)c1cc2c(s1)CCC2)c1c(N)n(CCC)c(=O)[nH]c1=O	-9.6	1.3
O=C(NCc1ccccn1)c1ccc(Cl)c(S(=O)(=O)N2CCOCC2)c1	14.0	-5.3
O=C(CSc1nnc(CNc2ccc(F)cc2)o1)N1CCCc2ccccc21	-2.6	-0.5
C=CCn1c(SCC(=O)Nc2cc(C)on2)nnc1C1COc2ccccc2O1 (stereo not given)	13.1	5.9
COc1cc(OC)cc(-c2c(-c3cccs3)c3cc(-c4ccn[nH]4)ccc3n2C)c1	-23.4	6.2
O=C(NCCC1CCCCN1S(=O)(=O)c1ccc(F)cc1)C(=O)NCc1ccccn1 (stereo not given)	22.6	-11.6
COc1ccccc1NS(=O)(=O)c1ccc(O)c(C(=O)OCC(=O)N2CCc3ccccc32)c1	-0.6	3.9

Continued:
SMILES	TAG inh	TAG inh DAPI viability
O=c1cc(-c2ccccc2)oc2ccc(Br)cc12	-8.7	-4.5
C[C@H](CO)N1C[C@H](C)[C@H](CN(C)C(=O)OCc2ccccc2)OCc2cnnn2CCCC1=O	8.9	-4.3
O=C(COC(=O)c1ccccn1)NCc1ccc(Cl)cc1Cl	20.0	-8.0
COc1cc(NC(=O)c2ccco2)c(OC)cc1NC(=O)CCC(=O)Nc1cccc(C)c1C	55.9*	1.4*
C[C@@H]1CN([C@H](C)CO)C(=O)c2c(c3ccccc3n2C)-c2ccccc2CO[C@H]1CN(C)C(=O)Nc1ccccc1	8.1	-13.4
C=CCN1CCN(c2ccncc2S(=O)(=O)N2CCOCC2)CC1	-4.7	-10.6
COc1ccccc1NC(=O)c1cc(S(=O)(=O)NCc2ccccc2)ccc1F	-12.3	4.2
Cc1cccc(N(CC(=O)NC(C)(C)C)C(=O)CNC(=O)c2cccs2)c1C	0.9	-0.4
O=C(COc1ccccc1[N+](=O)[O-])Nc1ccc(Br)cc1	5.7	-0.2
CCN(Cc1cc(=O)n2ccsc2n1)Cc1nc2ccccc2c(=O)[nH]1	17.5	-10.4
CC(C)CC(c1nnnn1Cc1ccc(F)cc1)N1CCC(C(N)=O)CC1 (stereo not given)	3.6	-14.7
C=CCCN([C@@H](C)C(=O)OC)S(=O)(=O)c1ccccc1Br	3.5	-6.7
CNC(=O)COC(=O)/C=C/c1ccc(F)cc1	-3.9	4.6
COc1ccc(/C=C/C(=O)O)cc1S(=O)(=O)N1CCC(C)CC1	6.9	-3.7
COc1ccc(-c2nc3scc(-c4ccccc4)n3n2)cc1	-102.7	-4.0
CN1CCN(c2ccc(NC(=O)c3cc(S(N)(=O)=O)ccc3N3CCOCC3)cc2)CC1	3.5	-2.1

Some of the compounds tested; the hit share may differ from the screen's.
